# RNase H inhibition = RNase H inhibition, HIV 1 Gag Pol polyprotein, FRET biochemical assay, screening (AID 372); actives 0.77% (n = 100,000); HIV-1 RT RNase H, FRET RNA/DNA substrate fluorescence; higher % means a stronger effect; inhibition, % at 10 µM; hits with a dose series show IC50 in µM; in the data active = inhibition above about 50%
# An asterisk follows results filed as active. An excerpt. The share of hits here may be higher or lower than overall.
SMILES,RNase H inhibition
Cc1cc(C=C2C(=O)NC(=S)NC2=O)c(C)n1-c1ccc(N(C)C)cc1,24.0%
CCN(C(=O)c1cc(OC)c(OC)c(OC)c1)c1ccccc1C,4.0%
C=C(Br)Cn1c(CO)nc2ccccc21,3.0%
Cc1c(OCc2ccc(F)cc2)ccc2c1oc(=O)c1ccccc12,0.0%
Cc1ccc(-c2csc(NC(=O)c3ccc([N+](=O)[O-])s3)n2)c(C)c1,11.0%
CCn1c2ccccc2c2cc(NC(=O)c3ccc(C)c([N+](=O)[O-])c3)ccc21,11.0%
COc1ccc(-c2nnc(NC(=O)c3cccs3)s2)cc1,14.0%
COc1ccccc1C1C(C(C)=O)=C(O)C(=O)N1CCN(C)C (centres undefined),0.0%
C=CCn1c(SCc2ccc(C(=O)NCCO)cc2)nc2sc(C)c(C)c2c1=O,10.0%
CNC1(c2ccccc2)Oc2ccccc2C(C#Cc2ccccc2)=C1C (centres undefined),23.0%
NS(=O)(=O)c1cccc(NC(=O)COc2ccc(Br)cc2)c1,12.0%
CCOC(=O)C1CCC(=O)C=C1N1CCOCC1 (centres undefined),21.0%
CC(O)C(=O)N/N=C/c1ccc2c(c1)OCO2 (centres undefined),5.0%
CCOC(=O)c1c(NC(=O)c2ccc(OCC(C)C)cc2)sc(C)c1C,3.0%
CN(C)/C=N/c1sc2c(c1C#N)CC(C)(C)NC2(C)C,8.0%
COc1cccc(NC(=O)c2ccc(C(=O)c3ccccc3)o2)c1,0.0%
CC1CCc2c(sc(NC(=O)c3ccccc3)c2C(N)=O)C1 (centres undefined),19.0%
COc1cc(/C=C/C(=O)Nc2ccc(C)cc2)ccc1OCc1ccc(Cl)cc1,5.0%
Cc1ccc(N2C(=O)C3ON(c4ccc(Cl)cc4)C(c4cccs4)C3C2=O)cc1 (centres undefined),0.0%
Cc1c(CCNC(=O)c2ccccc2F)c2ccccc2n1Cc1ccccc1,28.0%
COc1ccc(CN2CCN(C(=O)c3cccs3)CC2)c(OC)c1OC,10.0%
O=C1CC(c2ccc([N+](=O)[O-])cc2)=NN1c1ccc([N+](=O)[O-])cc1,9.0%
Cc1ccccc1C1C(/C=C2\SC(=S)NC2=O)=C(c2ccccc2)Oc2ccccc21 (centres undefined),12.0%
O=C(/C=C/c1ccccc1[N+](=O)[O-])c1ccccc1,9.0%
Cc1ccc(C)c(NC(=O)CCC2CCCCC2)c1,0.0%
CCOc1ccc(-c2csc(/C(C#N)=C\C=C\c3ccccc3)n2)cc1,4.0%
NC1=NC(=O)/C(=C/c2cccc(OS(=O)(=O)c3ccc([N+](=O)[O-])cc3)c2)S1,12.0%
COc1ccc(/C(C)=N/NC(=O)c2ccncc2)cc1[N+](=O)[O-],6.0%
CCOC(=O)C1=C(C)N=c2s/c(=C/c3ccc(OC)c(OC)c3)c(=O)n2C1/C=C/c1ccccc1 (centres undefined),4.0%
CCOC(=O)C1=C(C)N=c2s/c(=C\c3ccc(O)c(Br)c3)c(=O)n2C1c1ccc(Cl)cc1 (centres undefined),10.0%
Oc1c(Br)cc(Br)cc1CN1CCN(c2cccc(C(F)(F)F)c2)CC1,17.0%
COc1ccc(CCNC(=O)c2ccc(C(C)(C)C)cc2)cc1OC,0.0%
O=C(Nc1ccc(Cl)c(-c2nc3ccccc3s2)c1)c1ccc([N+](=O)[O-])cc1Cl,8.0%
Cn1cc(-c2nc3ccccc3[nH]2)c2ccccc21,1.0%
NC(=O)c1ccc(NC(=O)Cc2ccc(Br)cc2)cc1,4.0%
O=C(N/N=C/c1cc(Br)cc([N+](=O)[O-])c1O)c1sc2ccccc2c1Cl,1.0%
C=CCn1c(SCC(=O)c2ccc(OC)cc2)nc2sc3c(c2c1=O)CCCC3,9.0%
COc1ccc(CN2CCN(c3cc(C)ccc3C)CC2)cc1OC,5.0%
N#C/C(=C/c1ccc(-c2ccc([N+](=O)[O-])cc2)o1)C(=O)Nc1ccc(F)cc1,10.0%
C=CCn1nc(C)c(Cc2c(C)nn(CC=C)c2C)c1C,0.0%
CC1=C(C(=O)OCCc2ccccc2)C(c2cccc(Cl)c2)NC(=O)N1 (centres undefined),10.0%
Cc1ccc(OCC(=O)N/N=C/c2ccccc2Br)cc1C,22.0%
Cc1ccc2nc(-c3ccc(NC(=S)NC(=O)c4ccco4)cc3)sc2c1,32.0%
Cc1ccc(NC(=O)c2ccccc2Br)cc1C,0.0%
Cc1cc([N+](=O)[O-])ccc1NC(=O)C(C)Oc1ccccc1 (centres undefined),14.0%
O=C(CN(c1cccc([N+](=O)[O-])c1)S(=O)(=O)c1ccccc1)N[C@@H]1CCCC[C@H]1O,0.0%
CCOc1ccc(-n2nc3ccc(NC(=S)NC(=O)c4ccco4)cc3n2)cc1,2.0%
O=[N+]([O-])c1ccc2nc(SCCc3ccccc3)sc2c1,25.0%
O=C(Cc1ccc(Cl)cc1)N/N=C/c1ccc(Cl)cc1,8.0%
Cc1ccc(NC(CC(=O)C2CC2)c2ccccc2)cc1 (centres undefined),6.0%
O=C(O)c1nn2c(C(F)(F)F)cc(-c3cccs3)nc2c1Cl,2.0%
CCc1ccc(C2C(C#N)=C(N)OC3=C2C(=O)CCC3)s1 (centres undefined),6.0%
COc1ccc(/C=C/C(=O)c2ccc([N+](=O)[O-])cc2)cc1,0.0%
Cc1c(N2C(=O)CSC2c2ccccc2)c(=O)n(-c2ccccc2)n1C (centres undefined),4.0%
O=C(O)C1C(C(=O)Nc2ccccc2F)C2C=CC1C21CC1 (centres undefined),4.0%
Cc1cc2nc3s/c(=C\c4ccc(-c5ccccc5[N+](=O)[O-])o4)c(=O)n3c2cc1C,8.0%
COc1cc(C=Nc2ccc(C)cc2)cc(I)c1O,14.0%
CCOc1ccc(N2C(=O)C3ON(c4ccccc4)C(c4ccc(SC)cc4)C3C2=O)cc1 (centres undefined),14.0%
COc1ccc(-c2n[nH]c(=S)n2/N=C/c2sccc2C)cc1,2.0%
O=c1oc2cc(OCc3ccc(Cl)cc3)ccc2c2c1CCCC2,16.0%

# Carrying on:
SMILES,RNase H inhibition
Cc1ccc(NC2=C(Cl)C(=O)N(c3ccc(Br)cc3)C2=O)c(C)c1,26.0%
CCc1ccc2oc(-c3cc(NC(=S)NC(=O)c4ccccc4F)ccc3Cl)nc2c1,15.0%
Cc1cc(C)c2nc3s/c(=C\c4ccc(Br)cc4)c(=O)n3c2c1,1.0%
CCN=C1SC(CC(=O)Nc2ccccc2C#N)C(=O)N1CC (centres undefined),0.0%
COc1cccc(N2C(=O)/C(=C/c3cccc4ccccc34)SC2=S)c1,18.0%
O=C1Nc2ccccc2C1(O)C/C(=N/O)c1ccc2c(c1)OCCO2 (centres undefined),16.0%
CCOC(=O)c1ccccc1NC(=O)c1cc(Cl)ccc1Cl,11.0%
O=C1N=C(N2CCN(c3ccc(Cl)cc3)CC2)S/C1=C/c1ccccc1O,15.0%
O=C(O)c1ccc(NCc2cccs2)cc1,13.0%
CCOC(=O)NC(Nc1ncccn1)(C(F)(F)F)C(F)(F)F,2.0%
COc1ccc(C2C(C(=O)/C=C/c3ccccc3)=C(O)C(=O)N2CCCCCC(=O)O)c(OC)c1 (centres undefined),4.0%
COc1ccc(NC(=O)CCC(=O)OCC(=O)c2ccc(Cl)c([N+](=O)[O-])c2)cc1,6.0%
Cc1cccc(NC(=O)c2ccc(C(=O)Nc3cccc(C)c3)nc2)c1,19.0%
O=C(/C=C/c1ccc2c(c1)OCO2)NCCSc1ccccn1,1.0%
O=C(Nc1cccc(Cl)c1)Nc1nc2ccc(Br)cc2s1,35.0%
COc1ccc(C(=O)NC(=S)Nc2ccc(C)c(Cl)c2)cc1,10.0%
COc1cc(CN2CCN(C(=O)c3cc(OC)c(OC)c(OC)c3)CC2)c([N+](=O)[O-])cc1OC,5.0%
C=C(C)CNC(=S)Nc1ccccn1,8.0%
Cc1cc(/C=C2/NC(=S)NC2=O)c(C)n1-c1ccc(Br)cc1,6.0%
Cn1c(O)c(N=NC(=O)Cc2cccc3ccccc23)c2ccccc21,5.0%
Cc1ccc(NC(=O)/C=C/c2ccc([N+](=O)[O-])cc2)cc1,10.0%
CCCC1=NN2C(=N)/C(=C/c3ccccc3OS(=O)(=O)c3ccc(C)cc3)C(=O)N=C2S1,4.0%
COc1ccc2c(c1)nc(SCC(=O)c1ccc(OC)c(OC)c1)n2Cc1ccccc1,13.0%
CCSc1nnc2c(n1)OC(/C=C/c1ccccc1)Nc1ccccc1-2 (centres undefined),5.0%
CCOC(=O)c1ccc(N2C(=O)CSC23C(=O)Nc2ccccc23)cc1 (centres undefined),4.0%
CCOC(=O)C1=C(C)N=c2s/c(=C\c3cc(Br)cc(OC)c3O)c(=O)n2C1c1cc(OC)ccc1OC (centres undefined),6.0%
COC(=O)c1c(NC(=O)c2cc(OC)c(OC)c(OC)c2)sc2c1C(C(=O)OC)CC2 (centres undefined),14.0%
CC(=O)c1ccc(N/C(=N/S(=O)(=O)c2ccc(Cl)cc2)c2ccccc2)cc1,33.0%
CCOC(=O)C1CCCN(C(=O)c2ccc(Cl)cc2[N+](=O)[O-])C1 (centres undefined),3.0%
C=CCN1C(=O)/C(=C\c2ccc(I)o2)C(=O)NC1=S,27.0%
Cc1sc(NC(=O)c2ccc(Br)cc2)nc1-c1ccccc1,3.0%
O=C(c1ccccc1)c1ccc(C(=O)N2CCN(c3ccccc3)CC2)cc1,6.0%
Cc1ccc(C)c(OCCOc2ccc(Br)cc2/C=C2\SC(=S)NC2=O)c1,36.0%
CCSc1nc2ccccc2c(=O)n1CC1CCCCC1,10.0%
O=C(NCCCO)C(=O)NCCc1ccccc1,8.0%
O=C1C(Cl)=C(N2CCCCC2)C(=O)N1c1ccc(Br)cc1,14.0%
CCc1ccc(OCCCCCCn2ccnc2)cc1,0.0%
COc1cc(/C=C2/C(=O)NN(c3cccc(Br)c3)C2=O)cc(Cl)c1OC(C)C,12.0%
COc1ccc(Br)cc1/C=C1/SC(N2CC(C)OC(C)C2)=NC1=O (centres undefined),22.0%
c1ccc2cc(OCCCN3CCCC3)ccc2c1,5.0%
COc1ccc(/C=C/C(=O)NCCC23CC4CC(CC(C4)C2)C3)cc1,11.0%
Cc1ccc(C2=CC(c3ccccc3)=N/C(=C(\C#N)C(N)=O)N2)cc1,7.0%
COC(=O)c1c(-c2ccc(C)c(C)c2)csc1N,6.0%
COc1ccc(/C=N/NC(=O)CSc2n[nH]c(=O)[nH]c2=O)cc1,4.0%
CCOC(=O)COc1ccc(/C=C2/C(=O)NN(c3cccc(Cl)c3)C2=O)cc1OC,11.0%
O=C(O)c1cc(O)ccc1-c1ccc(O)cc1,14.0%
O=C(O)C1CCCCC1C(=O)Nc1ccccn1 (centres undefined),9.0%
O=C1/C(=C/c2ccccc2Cl)SC(=S)N1C1CCS(=O)(=O)C1 (centres undefined),13.0%
CN(c1ccc(C(=O)N2CCCC2)cc1)S(=O)(=O)c1ccccc1,5.0%
CCSCCOC(=O)C1=C(C)NC2=C(C(=O)CCC2)C1c1ccc(O)c(OC)c1 (centres undefined),5.0%
Cc1nnc(C)n1/N=C/c1ccc([N+](=O)[O-])cc1,3.0%
Cc1ccc2nc(NC(=O)c3ccccc3)sc2c1,2.0%
CCC(=O)C1=C(N2CCOCC2)CC(C)(C)CC1=O,13.0%
O=C(COC(=O)c1ccccc1C(F)(F)F)c1ccccc1,0.0%
Cc1cc(O)c(N=C/C=C/c2cccc(Br)c2)cc1C,12.0%
O=C(Nc1c(C(=O)N2CCCCC2)cnn1-c1ccccc1)c1cccs1,20.0%
COC(=O)Nc1sc2c(c1C(=O)OC)CCCCC2,14.0%
CCSCCOC(=O)C1=C(C)NC2=C(C(=O)CCC2)C1c1ccccc1Br (centres undefined),9.0%
COc1ccc(C(=O)Nc2ccc(N(C)C)cc2)cc1OC,8.0%
Cc1ccc(C(=O)NC(=S)Nc2ccc(-c3nc4cc(C)cc(C)c4o3)cc2)cc1,19.0%

# By substructure: the compounds so far with a CF3 group
SMILES,RNase H inhibition
Oc1c(Br)cc(Br)cc1CN1CCN(c2cccc(C(F)(F)F)c2)CC1,17.0%
O=C(O)c1nn2c(C(F)(F)F)cc(-c3cccs3)nc2c1Cl,2.0%
CCOC(=O)NC(Nc1ncccn1)(C(F)(F)F)C(F)(F)F,2.0%
O=C(COC(=O)c1ccccc1C(F)(F)F)c1ccccc1,0.0%

# Later entries:
SMILES,RNase H inhibition
COc1cc(/C=N/NS(=O)(=O)c2ccc(C)cc2)cc(I)c1O,3.0%
COc1cc(C=O)ccc1OCCCCOc1ccccc1[N+](=O)[O-],23.0%
COc1cc2c(cc1NCc1ccc([N+](=O)[O-])cc1)oc1ccccc12,15.0%
Cc1ccc(C(=O)N/C(=C/c2cccnc2)C(=O)Nc2ccc(F)cc2)cc1,15.0%

# In a second layout: 4 of the compounds above
Molecule: CCOC(=O)C1=C(C)N=c2s/c(=C/c3ccc(OC)c(OC)c3)c(=O)n2C1/C=C/c1ccccc1 (centres undefined)
  RNase H inhibition: 4.0%
Molecule: O=C(O)C1C(C(=O)Nc2ccccc2F)C2C=CC1C21CC1 (centres undefined)
  RNase H inhibition: 4.0%
Molecule: COC(=O)c1c(NC(=O)c2cc(OC)c(OC)c(OC)c2)sc2c1C(C(=O)OC)CC2 (centres undefined)
  RNase H inhibition: 14.0%
Molecule: COc1ccc(CN2CCN(c3cc(C)ccc3C)CC2)cc1OC
  RNase H inhibition: 5.0%

# Assay outcomes (PubChem BioAssay)
